RTF Ca sens inh – cardiac RTF calcium sensitivity inhibitors, primary screen, biochemical, IANBD-TnC fluorescence, EC70 calcium | actives 0.12% (n = 340,000) | IANBD-labeled cardiac RTF, Ca2+ fluorescence | inhibition, % at 7.15 µM | Troponin I, cardiac muscle (Homo sapiens) + Troponin T, cardiac muscle (Homo sapiens) + …;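 active = inhibition above the mean inhibition of all tested compounds plus 3 SD, cut at about 17% in these data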;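 also: assay run at fixed EC70 calcium of 1.6 mM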
LANA DNA inh – inhibitors of KSHV C-LANA binding to DNA, primary screen, biochemical, fluorescence polarization, FAM-LBS DNA, MBP-C-LANA, single point; Kaposi's sarcoma herpesvirus LANA C-terminal domain (residues 932-1162) DNA binding; actives 0.078% (n = 340,000); inhibition, % at 9 µM; AID 504423, 2011;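 active = highest replicate inhibition at or above 60% at 9 µM, even if other replicates fall short; inactive = all replicates below 60% inhibition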;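 also: 0% = neutral control wells and 100% = 4 µM acridine orange control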
PvdQ inh – P. aeruginosa PvdQ acylase inhibitors, primary screen, biochemical, fluorescence, plate reader and imaging, single point; inhibition, % at 10 µM; actives 0.063% (n = 340,000); PvdQ acylase [Pseudomonas aeruginosa LESB58]; purified PvdQ acylase; in the data active = inhibition above about 30%, passing the limit was not always enough;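 also: 0% = vehicle neutral wells and 100% = reference inhibitor wells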
Keap1 Nrf2 FP – Keap1-Nrf2 protein-protein interaction inhibitors, primary screen, biochemical, fluorescence polarization, single point. inhibition, % at 9.4 µM. Keap1 Kelch-Nrf2 peptide fluorescence polarization, 1536-well. AID 504523, 2011. actives 0.15% (n = 340,000). Kelch-like ECH-associated protein 1 (Homo sapiens), Q14145; in the data active = inhibition above about 12%;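 also: human Keap1 Kelch domain with fluorescein labeled Nrf2 9mer peptide probe; 0% = neutral control wells and 100% = peptide positive control; higher means more block of Keap1 binding to Nrf2 peptide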
Target sequence (Q14145 whole entry, looked up, the tested form may be a part): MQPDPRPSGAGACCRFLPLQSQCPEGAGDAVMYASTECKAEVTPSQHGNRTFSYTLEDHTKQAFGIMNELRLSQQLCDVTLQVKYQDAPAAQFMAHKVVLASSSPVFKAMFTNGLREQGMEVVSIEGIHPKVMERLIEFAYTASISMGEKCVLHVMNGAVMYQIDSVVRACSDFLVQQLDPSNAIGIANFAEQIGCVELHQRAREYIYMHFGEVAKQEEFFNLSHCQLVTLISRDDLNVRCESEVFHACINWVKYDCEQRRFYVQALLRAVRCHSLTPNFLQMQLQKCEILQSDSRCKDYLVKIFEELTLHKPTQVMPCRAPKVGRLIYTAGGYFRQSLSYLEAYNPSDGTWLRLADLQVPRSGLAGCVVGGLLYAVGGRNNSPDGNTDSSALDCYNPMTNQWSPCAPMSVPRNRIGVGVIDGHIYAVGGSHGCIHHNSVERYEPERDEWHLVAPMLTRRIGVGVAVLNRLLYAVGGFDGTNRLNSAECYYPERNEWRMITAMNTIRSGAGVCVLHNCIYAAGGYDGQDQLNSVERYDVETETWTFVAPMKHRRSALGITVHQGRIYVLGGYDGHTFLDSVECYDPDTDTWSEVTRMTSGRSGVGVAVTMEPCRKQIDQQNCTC
PfHsp90 set2 – growth inhibition of PfHsp90-expressing yeast, primary screen, antimalarial PfHsp90 inhibitor project, S. cerevisiae, BacTiter-Glo luminescence, single point, set 2; inhibition, % at 9.4 µM; actives 0.32% (n = 310,000); BacTiter-Glo ATP, 48 h; yeast lacking PDR1 and PDR3 efflux regulators; AID 504621, 2011;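 active = every replicate shows inhibition above about 80%, whatever the replicate mean, limit read from the data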;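 also: 0% = DMSO neutral controls and 100% = 20 µM radicicol positive controls; yeast relying on Plasmodium falciparum Hsp90 in place of its own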
CDK5 inh – inhibitors of human CDK5/p35 kinase, primary screen, biochemical, single concentration. Cyclin-dependent kinase 5 (Homo sapiens) + Cyclin-dependent kinase 5 activator 1 (Homo …. Recombinant CDK5/p35, ADP-Glo luminescence, 60 min. inhibition, % at 10 µM. actives 0.01% (n = 330,000). AID 488839, 2010;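 active = highest replicate inhibition of at least 50% and at least 75% of replicates reaching 50%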;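 also: plate controls were DMSO neutral control for no effect and GW8510 at 10 µM for full effect; many of its hits are not listed in these tables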
dFosB activator – activators of delta FosB homodimer, primary screen, biochemical, fluorescence polarization, TAMRA-CDK5 oligo, single point | AID 493131, 2011 | actives 0.99% (n = 340,000) | activation, % at 25 µM | Protein FosB (Mus musculus), P13346 | purified delta FosB; percent of positive-control signal above neutral wells;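 active = mean activation above about 17%, with every replicate also reaching it, limit read from the data, passing the limit was not always enough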;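 also: fluorescence polarization rise as delta FosB binds a TAMRA Cdk5 AP-1 oligo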
Rtt109 Vps75 – inhibitors of C. albicans Rtt109/Vps75 HAT, primary screen, biochemical, ThioGlo CoA-SH fluorescence, plate reader. Histone acetyltransferase RTT109 (Candida albicans (strain SC5314 / ATCC MYA-2876)), …. purified Rtt109/Vps75, 4 h. inhibition, % at 34.9 µM. actives 0.16% (n = 330,000);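 active = inhibition of at least 50% in every replicate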
Target sequence (Q5AAJ8 whole entry, looked up): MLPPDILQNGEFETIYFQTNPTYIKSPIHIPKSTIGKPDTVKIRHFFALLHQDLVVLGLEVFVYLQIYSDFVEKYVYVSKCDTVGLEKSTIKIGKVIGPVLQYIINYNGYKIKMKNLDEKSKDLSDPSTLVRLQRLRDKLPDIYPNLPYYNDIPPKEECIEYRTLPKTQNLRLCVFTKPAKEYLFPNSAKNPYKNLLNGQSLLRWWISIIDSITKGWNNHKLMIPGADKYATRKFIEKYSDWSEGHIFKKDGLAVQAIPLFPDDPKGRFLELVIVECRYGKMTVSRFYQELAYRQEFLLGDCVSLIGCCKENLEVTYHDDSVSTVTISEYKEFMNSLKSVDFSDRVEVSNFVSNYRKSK
NSD2 HMT inh – NSD2 histone methyltransferase inhibitors, primary screen, biochemical, AlphaScreen, single concentration, set 2 | inhibition, % at 12.5 µM | actives 0.54% (n = 310,000) | Histone-lysine N-methyltransferase NSD2 (Homo sapiens), O96028 | NSD2 peptide methylation, 120 min; in the data active = inhibition above about 50%
SUMO Mot1 rescue – yeast Mot1-301 growth rescue at high temperature, primary screen, SUMOylation pathway inhibitor project, S. cerevisiae, ATP luminescence, 38.5C | S. cerevisiae Mot1-301 growth rescue; percent above DMSO median, 100 means doubled | growth rescue, % at 18.8 µM | actives 1% (n = 320,000);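 active = every valid replicate shows activation above 250% relative to neutral control wells; inactive = the rest, any valid replicate at or below 250%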;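 also: OY570 slx delta 5 strain wells were the positive control but not used for scaling; some compounds called inactive have numbers as strong as hits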
cardiac RTF act – cardiac RTF calcium sensitivity activators, primary screen, biochemical, IANBD-TnC fluorescence, EC20 calcium; Troponin I, cardiac muscle (Homo sapiens) + Troponin T, cardiac muscle (Homo sapiens) + …; IANBD-labeled TnC RTF fluorescence at EC20 calcium; 0% EC20 calcium, 100% full calcium; activation, % at 7.2 µM; actives 0.24% (n = 340,000); AID 493008, 2010;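 active = activation above the mean over all tested compounds plus 3 SD, cut at about 30% in these data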;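 also: rise in fluorescence read as greater calcium sensitivity of cardiac thin filaments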
* hit, by the source's call; x = not tested or not shown.

SMILES	RTF Ca sens inh	LANA DNA inh	PvdQ inh	Keap1 Nrf2 FP	PfHsp90 set2	CDK5 inh	dFosB activator	Rtt109 Vps75	NSD2 HMT inh	SUMO Mot1 rescue	cardiac RTF act
CC1(C(=O)O)CC12c1ccccc1-c1ccccc12 (stereo unspecified)	-1	-1.8	-8	-5	30	-0.6	-7	-8	0	x	-6
COC(=O)C1=C(c2cccc(OCc3ccccc3)c2)C[C@@H]2CC[C@H]1N2C(=O)NCc1ccc(OC)cc1	-5	0.5	1	-1	15	-1.7	-6	2	x	6	-1
Fc1ccc(CNCCc2ccccc2)cc1	3	0.7	8	-4	8	2.6	3	8	7	-7	2
CC(=O)Nc1ccccc1C(=O)OCC(=O)Nc1ncccn1	7	2.7	-11	-6	-28	-3.4	8	-1	-2	-2	-3
Cc1ccc(OCC(=O)NCCN2CCN(C(=O)COc3ccc(C)cc3)CC2)cc1	5	0.1	-19	-6	11	-1.5	1	2	-1	-3	-2
CCCCn1c(O)c(/C=C/C=Nc2ccccc2)c(=O)[nH]c1=O	-10	-0.5	-11	-6	-13	-0.3	-4	-5	-1	-22	26
O=C1C2CCN(CC2)C1Cc1ccc(OCc2ccccc2)cc1 (stereo unspecified)	-2	0.0	-12	-3	28	-0.2	-9	-7	3	-8	4
CN1CCN(C(=O)COc2ccc(Oc3ccccc3)cc2)CC1	-10	-1.3	-8	-2	9	-1.6	-4	0	0	-14	-7
COc1ccccc1N1CCN(Cc2ccc(Cl)cc2Cl)CC1	2	-1.7	-5	-5	4	-1.0	1	-22	1	3	2
COc1ccccc1OCCCn1cc(C=O)c2ccccc21	-3	-0.2	-1	-1	3	-0.7	-7	11	-2	8	4
CCN(CC(=O)Nc1ccc(C#N)c(Cl)c1)CC(=O)NC1CCS(=O)(=O)C1 (stereo unspecified)	-3	1.2	3	0	x	0.3	4	4	-1	x	-1
CC(O)(CS(=O)(=O)c1cccc(C(F)(F)F)c1)C(=O)Nc1cccc(C(F)(F)F)c1 (stereo unspecified)	-1	-2.2	-5	0	-38	-2.9	0	9	0	5	3
CC(=O)Nc1ccc(OC(=O)N(C)c2ccc(C)cc2)cc1	-9	1.2	-11	5	15	0.1	-5	4	-2	-6	3
CCC(C)c1ccc(N2C(=O)NC(=O)/C(=C/c3cccn3CCOc3ccc(C)cc3)C2=O)cc1 (stereo unspecified)	-12	0.9	7	0	-12	1.4	-6	-9	1	303	1
COC(=O)C1=C(c2cccc(OCc3ccccc3)c2)C[C@@H]2CC[C@H]1N2C(=O)NCc1ccccc1C(F)(F)F	-13	6.8	11	-4	16	-0.1	-2	8	x	8	-5
C[N+](C)(C)CC(=O)Nc1ccc(Cl)cc1C(=O)c1ccccc1	-8	0.2	-1	5	-3	0.3	1	x	0	415*	7
O=S(=O)(NC1CCCCC1)OCC(Cl)(Cl)Cl	4	-1.6	1	-1	7	-1.4	-6	2	x	61	-9
CCOC(=O)c1cc2c(cn1)[C@@H](CCO)NC2	-8	3.1	-7	-4	22	-2.4	-2	1	x	x	-1
C=CCn1c(O)c(C(CC)=NCC2CCCO2)c(=O)[nH]c1=O (stereo unspecified)	0	0.4	-15	3	-8	1.3	-4	2	10	14	-1
CSc1nnc(C2CCNCC2)n1C	7	-2.8	-9	-5	15	1.9	1	8	0	-22	13
CC(=NCc1ccco1)c1c(O)n(-c2ccc(C)cc2)c(=O)[nH]c1=O	-3	-0.4	-7	-4	-8	-0.9	8	0	-1	-2	-10
CN(C)CC1CSCCC1(O)c1ccccc1 (stereo unspecified)	-1	-0.2	2	-4	7	-0.2	-1	5	-2	2	10
CCc1cc(=O)[nH]c(SCCCF)n1	-2	-2.2	-5	6	-9	-0.1	3	x	12	282	4
CC(=O)Nc1ccc(CC(=O)N2CCN(Cc3ccccc3)CC2)cc1	-5	0.2	-9	0	0	-0.5	0	3	-2	19	-5
COc1ccc(N=C2SCCCN2C)cc1	-15	-0.3	-7	-8	-4	1.7	5	-43	-4	12	-1
COc1cccc(CN2CCNCC2)c1	-1	8.3	-8	2	18	-0.6	-2	-6	-1	8	-1
CN1C(=O)C(=Cc2ccc(OCC(=O)Nc3ccccc3)cc2)C(=O)N(C)C1=O	-4	-0.8	12	-3	10	-0.2	-9	x	7	-7	-5
Cc1ccc2c(c1)C1CN(C)CCC1N2C(=O)/C=C/c1ccc2c(c1)OCO2 (stereo unspecified)	-6	1.5	3	1	-12	0.7	6	x	x	14	-4
C=CCc1cc(OC)c2c(c1)OCO2	2	1.8	8	2	-26	0.3	2	-12	x	-6	-4
CC(C)CN1CCN(Cc2ccc(C(F)(F)F)cc2)CC1CCO (stereo unspecified)	-7	1.0	4	-4	-12	-1.5	0	7	-1	-2	3
c1cc2c(cc1CCNC1CCCCCC1)OCO2	-2	-0.4	-15	-3	-29	0.3	-13	5	-2	9	2
C[N+]1(C)CCN(c2ccccc2)CC1	9	-1.6	-16	-9	-30	-5.5	-3	5	x	0	8
CN1C(=O)N(C)C(=O)C2(Cc3c(nc4ccccn4c3=O)N3CCc4ccccc4C32)C1=O (stereo unspecified)	6	-1.4	-7	-7	x	0.1	-10	-1	16	11	11
CCOC(=O)C1(c2ccccc2)CCN(CC(=O)c2ccc(NC(C)=O)cc2)CC1	4	-2.0	8	0	2	-0.5	-3	-5	3	x	-4
CC1(C)CC(=O)C(C2(O)C(=O)NC(=O)NC2=O)=C(O)C1	6	1.4	1	-6	25	-2.7	-11	7	x	-1	6
COc1ccc(CNC(=O)C(NC(C)=O)C(C)C)cc1OC (stereo unspecified)	6	-0.8	-8	-2	18	0.3	-3	-9	-2	x	-2
C[C@]12CC[C@H]3[C@@H](CC[C@]4(O)C[C@@H](O)CC[C@]34C=O)[C@@]1(O)CC[C@@H]2C1=CC(=O)OC1	3	-2.1	10	4	12	-1.9	-2	-4	x	-4	-1
C[C@]12CC[C@@H](O)CC1=CCC1C2CC[C@@]2(C)C1C[C@@H](F)[C@@H]2O (stereo partly specified)	0	-1.1	-3	2	14	-0.8	3	0	0	0	2
C[N+]1(C)C2CCC1CC(OC(=O)c1ccco1)C2 (stereo unspecified)	-9	1.1	-5	-6	-7	-1.1	-2	4	3	-4	-1
Cn1c(O)c(C=NC2C(=O)C3(C)CCC2C3(C)C)c(=O)n(C)c1=O (stereo unspecified)	-1	-0.9	2	-6	-16	0.4	2	-1	-2	22	-3
Cc1ccc(-n2nc(C)cc2NC(=O)COc2cc(C)cc3oc(=O)c4c(c23)CCC4)cc1	2	-2.0	-5	-3	0	-0.7	-4	7	-1	17	6
CC[N+](CC)(CC)CC	10	2.1	-3	1	9	0.2	-2	0	x	-13	-7
Cc1nc(SCc2c(Cl)cccc2Cl)nc(OC(=O)N(C)C)c1C	-6	-1.2	-11	-3	2	-0.8	-15	-14	-2	14	-2
CCCCn1c(O)c(C(CC)=Nc2cccc(C(=O)O)c2)c(=O)[nH]c1=O	-9	0.0	-8	-6	-4	0.5	4	0	3	x	-2
CC(=O)NCCc1c[nH]c2ccccc12	2	-1.5	-26	-5	11	-3.1	2	-17	x	-1	7
CN(C)C(=O)Oc1ccc(OC(=O)c2ccccc2)cc1	-4	1.3	-12	-7	14	4.0	-3	-20	-1	32	1
CCCN1CCC(NC2CCC(O)CC2)CC1 (stereo unspecified)	-10	0.1	-14	-3	-7	4.2	-4	-1	7	11	4
Cc1ccc(S(=O)(=O)N2CC2(C)CCl)cc1 (stereo unspecified)	0	-2.7	7	-4	7	-1.2	2	-10	2	0	0
C=C(C)[C@@H]1C2C(=O)O[C@H]1[C@H]1OC(=O)[C@@]34OC3C[C@]2(O)[C@@]14C (stereo partly specified)	14	2.8	5	-1	5	-0.1	4	12	x	-15	2
Cn1c(O)c(/C=C/C=Nc2ccccc2)c(=O)n(C)c1=O	-36	-11	8	-21	3	-0.1	-9	7	-4	-7	23
O=C(COC(=O)Cc1ccccc1)Nc1ccc(Cl)cn1	4	0.7	-17	3	11	8.3	5	-3	0	11	4
CN(C)C(=O)Oc1cc(=O)n2c3c(cccc13)CCC2	4	-2.3	12	3	0	2.3	-6	8	-2	555	-6
CCCCOC(=O)C1=C(N)OC2=C(C(=O)CC(C)(C)C2)[C@]12C(=O)N(C)c1ccccc12	2	-0.7	-10	2	-10	-0.3	-7	-13	-1	20	-2
N#CC(C#N)=Cc1ccc(N2CCCC2)cc1	-1	4.2	11	3	7	-0.9	5	2	10	66	5
O=C(CCN1CCOCC1)Nc1ccc(Br)cc1C(=O)c1ccccc1	-1	-2.1	8	-4	0	0.8	-5	-1	1	-17	-6
COc1ccc(N=Cc2c(O)n(Cc3cccs3)c(=O)[nH]c2=O)cc1	9	0.0	-3	-1	17	-0.9	2	x	0	8	0
Cc1ccc(OCC(=O)N2CCN(Cc3ccc([N+](=O)[O-])cc3)CC2)cc1	-6	-0.5	4	-2	-1	-0.6	3	1	3	-26	-3
COC(=O)C1=C(c2ccc(F)cc2F)C[C@@H]2CC[C@H]1N2C(=O)N1CCC(O)(c2ccc(Cl)cc2)CC1	-10	0.1	-2	0	1	-1.0	-13	2	x	-5	1
OCC(Br)CBr (stereo unspecified)	0	-0.2	1	-5	x	0.0	0	13	x	-10	-3
Cn1c(O)c(C=NCCCC(=O)O)c(=O)n(C)c1=O	-13	0.1	3	1	26	0.3	-4	6	-1	3	3
C=C1C(C)C2C(Cc3ccccc3)NC(=O)C23OC(=O)/C=C/C(O)CCCC(C)C/C=C/C3C1O (stereo unspecified)	4	-0.8	-7	2	-15	-1.0	-1	0	-2	x	-5

Only part of the results is shown; the hit share may differ from the screen's.
